PhoP GFP inhibition: PhoP regulon inhibitors, Salmonella typhi PhoP promoter GFP reporter, confirmatory (AID 1850); Salmonella Typhi PhoP-promoter GFP reporter, fluorescence, 4 h; higher % means a stronger effect; inhibition, % at 50 µM; hits with a dose series show IC50 in µM; 310,000 tested, 0.33% active; in the data active = a potency from the dose series; inconclusive = inhibition mostly from about 25% at the one dose, without a potency; inactive = the rest, 99 in 100 with inhibition below about 19%;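 note: 0% = induced wells with vehicle and 100% = uninduced wells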
VEEV TC-83 Vero: inhibitors of VEEV TC-83 cytopathic effect, confirmation, Vero cells (AID 588727); Vero cells, VEEV TC-83 cytopathic effect inhibition; higher % means a stronger effect; inhibition, % at 20 µM, or IC50 in µM where a hit was titrated; 350,000 tested, 0.13% active; in the data active = a potency from the dose series; inconclusive = inhibition mostly from about 14% at the one dose, without a potency; inactive = the rest, 99 in 100 with inhibition below about 12%; note: strong numbers were not always called active
M. tuberculosis HTS: M. tuberculosis growth inhibition, HTS (AID 449762) | M. tuberculosis H37Rv growth inhibition, 7H9 media; higher % means a stronger effect | inhibition, % at 25 µM; hits with a dose series show IC50 in µM | 330,000 tested, 0.59% active; in the data active = a potency from the dose series; inconclusive = inhibition above about 70% without an active follow-up result;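 note: bacterial growth assessed after seven days of incubation; strong numbers were not always called active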
influenza NS1A: NS1A inhibition, H1N1 influenza, cell based functional assay (AID 504329); NS1A functional cell-based assay, percent inhibition; higher % means a stronger effect; 340,000 tested, 0.3% active; inhibition, % at 12.5 µM, or IC50 in µM where a hit was titrated; in the data active = a potency from the dose series; inconclusive = inhibition above about 27% without an active follow-up result; note: strong numbers were not always called active
M. tuberculosis: growth inhibition of non-replicating M. tuberculosis (AID 488890) | Mycobacterium tuberculosis non-replicating, growth inhibition; higher % means a stronger effect | inhibition, % at 25 µM; hits with a dose series show IC50 in µM | 320,000 tested, 0.39% active; in the data active = a potency from the dose series; inconclusive = inhibition mostly from about 82% at the one dose, without a potency; inactive = the rest, 99 in 100 with inhibition below about 76%;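 note: plate controls were DMSO cells for no effect and high antibiotic wells for full effect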
VEEV TC-83 Vero 10K pilot screen: recorded beside VEEV TC-83 Vero, whose call it bears; inhibition, %; measured here: 10K pilot screen inhibition
* = called active by the depositor; i = inactive; ? = inconclusive; / = no result given; & = joins results of further samples. Compounds were not picked by outcome (roughly 1.5% active in at least one column).

The opening 21 entries as a preview:
SMILES	PhoP GFP inhibition	VEEV TC-83 Vero	M. tuberculosis HTS	influenza NS1A	M. tuberculosis	others
FC(F)(F)COc1nc(N2CCOCC2)nc(N(c2ccccc2)c2ccccc2)n1	8%	0.2%	-1%	-3%	-11%
Cc1ccc(Oc2ccc(Cl)cc2NC(=O)c2cnccn2)cc1	-3%	1.3%	-14%	6%	6%
COc1cccc(C(=O)c2c[nH]c(C(=O)NCc3ccco3)c2)c1	-3%	8.4%	8%	1%	10%
CCN(CC)C(=O)CN(c1cccc(C(F)(F)F)c1)S(C)(=O)=O	-9%	4.0%	-13%	-2%	5%
Cc1ccc(COCC(CC(C)C)N2CCN(C(=O)c3cccc(C(F)(F)F)c3)CCC2=O)cc1 (centres undefined)	-3%	0.6%	4%	4%	22%
Cn1cnc2cc(NS(=O)(=O)c3ccc(Br)cc3)ccc21	-5%	0.9%	-6%	-3%	/
COc1cc2c(cc1OC)CN(C(=O)CN1CCN(S(=O)(=O)c3ccccc3Br)CC1)CC2	0%	4.3%	-2%	-5%	11%
COc1ccccc1C(=O)N/C(=N/c1nc(C)cc(C)n1)Nc1ccccc1	1%	12%	11%	1%	26%
O=C(Nc1cc(Cl)ccc1-n1cncn1)c1ccc([N+](=O)[O-])s1	-11%	6.0%	?	-6%	?
O=C(C1=NN[C@@H]2C(=O)N(c3cccc(F)c3)C(=O)[C@H]12)C(c1ccccc1)c1ccccc1	-4%	1.7%	-2%	1%	3%
CCOC(=O)C(C)Sc1ncc(-c2ccccc2)cn1 (centres undefined)	3%	i	?	-10%	?
COc1cc(-c2nnc(SCC(=O)Nc3cc(C)on3)n2C)cc(OC)c1O	-4%	2.2%	1%	0%	0%
CCCN(CCC)S(=O)(=O)c1ccc(C(=O)NCc2ccc3c(c2)OCO3)cc1	0%	1.5%	-5%	24%	6%	VEEV TC-83 Vero 10K pilot screen=0.4
O=C(NNC(=S)Nc1ccccc1C(F)(F)F)c1ccc(Br)o1	8%	2.5%	2%	-7%	?
CCCCN(CC)C(=O)C1CCC(=O)N(c2ccc(OC)cc2)C1c1ccc(OC)c(OC)c1 (centres undefined)	6%	6.6%	-4%	-3%	-14%
CC(C)CNS(=O)(=O)c1cc(C(=O)OCC(=O)c2ccc3c(c2)OCCO3)c(Cl)cc1Cl	-1%	0.8%	-1%	8%	8%
Cc1ccc(SCc2cn3cccnc3n2)cc1	7%	1.1%	-4%	-1%	-13%
Cc1ccc(S(=O)(=O)N2CCN(C(=O)COC(=O)c3ncc(Cl)c(Cl)c3Cl)CC2)c(C)c1	/	1.6%	/	-2%	/
O=C(CSc1nc(-c2ccccc2)cc(=O)[nH]1)Nc1ccccn1	-2%	2.1%	1%	0%	-7%
CC(C)(Nc1ccccc1)C(=O)c1ccccc1	-3%	i	-2%	-5%	-1%	VEEV TC-83 Vero 10K pilot screen=1.0
C=CCNC(=S)NNC(=O)c1ccc(OCC)cc1	16%	0.5%	-10%	-1%	3%

The whole of this part, previewed entries included:
SMILES	PhoP GFP inhibition	VEEV TC-83 Vero	M. tuberculosis HTS	influenza NS1A	M. tuberculosis	others
FC(F)(F)COc1nc(N2CCOCC2)nc(N(c2ccccc2)c2ccccc2)n1	8%	0.2%	-1%	-3%	-11%
Cc1ccc(Oc2ccc(Cl)cc2NC(=O)c2cnccn2)cc1	-3%	1.3%	-14%	6%	6%
COc1cccc(C(=O)c2c[nH]c(C(=O)NCc3ccco3)c2)c1	-3%	8.4%	8%	1%	10%
CCN(CC)C(=O)CN(c1cccc(C(F)(F)F)c1)S(C)(=O)=O	-9%	4.0%	-13%	-2%	5%
Cc1ccc(COCC(CC(C)C)N2CCN(C(=O)c3cccc(C(F)(F)F)c3)CCC2=O)cc1 (centres undefined)	-3%	0.6%	4%	4%	22%
Cn1cnc2cc(NS(=O)(=O)c3ccc(Br)cc3)ccc21	-5%	0.9%	-6%	-3%	/
COc1cc2c(cc1OC)CN(C(=O)CN1CCN(S(=O)(=O)c3ccccc3Br)CC1)CC2	0%	4.3%	-2%	-5%	11%
COc1ccccc1C(=O)N/C(=N/c1nc(C)cc(C)n1)Nc1ccccc1	1%	12%	11%	1%	26%
O=C(Nc1cc(Cl)ccc1-n1cncn1)c1ccc([N+](=O)[O-])s1	-11%	6.0%	?	-6%	?
O=C(C1=NN[C@@H]2C(=O)N(c3cccc(F)c3)C(=O)[C@H]12)C(c1ccccc1)c1ccccc1	-4%	1.7%	-2%	1%	3%
CCOC(=O)C(C)Sc1ncc(-c2ccccc2)cn1 (centres undefined)	3%	i	?	-10%	?
COc1cc(-c2nnc(SCC(=O)Nc3cc(C)on3)n2C)cc(OC)c1O	-4%	2.2%	1%	0%	0%
CCCN(CCC)S(=O)(=O)c1ccc(C(=O)NCc2ccc3c(c2)OCO3)cc1	0%	1.5%	-5%	24%	6%	VEEV TC-83 Vero 10K pilot screen=0.4
O=C(NNC(=S)Nc1ccccc1C(F)(F)F)c1ccc(Br)o1	8%	2.5%	2%	-7%	?
CCCCN(CC)C(=O)C1CCC(=O)N(c2ccc(OC)cc2)C1c1ccc(OC)c(OC)c1 (centres undefined)	6%	6.6%	-4%	-3%	-14%
CC(C)CNS(=O)(=O)c1cc(C(=O)OCC(=O)c2ccc3c(c2)OCCO3)c(Cl)cc1Cl	-1%	0.8%	-1%	8%	8%
Cc1ccc(SCc2cn3cccnc3n2)cc1	7%	1.1%	-4%	-1%	-13%
Cc1ccc(S(=O)(=O)N2CCN(C(=O)COC(=O)c3ncc(Cl)c(Cl)c3Cl)CC2)c(C)c1	/	1.6%	/	-2%	/
O=C(CSc1nc(-c2ccccc2)cc(=O)[nH]1)Nc1ccccn1	-2%	2.1%	1%	0%	-7%
CC(C)(Nc1ccccc1)C(=O)c1ccccc1	-3%	i	-2%	-5%	-1%	VEEV TC-83 Vero 10K pilot screen=1.0
C=CCNC(=S)NNC(=O)c1ccc(OCC)cc1	16%	0.5%	-10%	-1%	3%
Cc1cccc(NC(=O)CN(C)S(=O)(=O)c2ccc(Cl)cc2)n1	-8%	i	-6%	-3%	25%
O=S(=O)(c1ccc2nnn(OCc3ccccc3)c2c1)N1CCOCC1	8%	7.9%	-6%	-9%	1%
COc1ccc(S(=O)(=O)Nc2ccc(F)cc2F)cc1C(=O)N1CCOCC1	13%	0.3%	2%	11%	-7%
CCCOc1ccc(C2C(C#N)=C(N)Oc3nc[nH]c(=O)c32)cc1OC (centres undefined)	-3%	1.8%	1%	-1%	3%
CC1(C)C=C2C(=NN(c3ccccc3)C(N)=C2C#N)CO1	0%	i	8%	24%	-5%
NC(=O)C1CCN(c2ccnc3cc(Cl)ccc23)CC1	15%	1.0%	-7%	-4%	-4%
COc1ccc(CCN=C(N)NS(=O)(=O)c2ccc(C)c(C)c2)cc1	-7%	0.0%	1%	-5%	-9%
Brc1ccc(Br)c2cnccc12	/	4.0%	/	-1%	/
c1ccc(CN2CCC(N3CCC(N4CCCCCC4)CC3)CC2)cc1	-4%	i	1%	-8%	-5%

Quoted at random: 2 entries already listed.
SMILES	PhoP GFP inhibition	VEEV TC-83 Vero	M. tuberculosis HTS	influenza NS1A	M. tuberculosis	others
Cc1cccc(NC(=O)CN(C)S(=O)(=O)c2ccc(Cl)cc2)n1	-8%	i	-6%	-3%	25%
CCCOc1ccc(C2C(C#N)=C(N)Oc3nc[nH]c(=O)c32)cc1OC (centres undefined)	-3%	1.8%	1%	-1%	3%

Later entries.
SMILES	PhoP GFP inhibition	VEEV TC-83 Vero	M. tuberculosis HTS	influenza NS1A	M. tuberculosis	others
CCOc1ccc(N2CCc3c(C)nc(SC)nc32)cc1	2%	i	<0.2µM*	-18%	47%
O=S(=O)(c1cccc(Br)c1)N1CCN(c2ccnc3cc(Cl)ccc23)CC1	-4%	4.5%	7%	-4%	59%
CC(=O)Nc1nc(CC(C)C)cc(-c2ccccc2)c1C#N	7%	0.1%	-10%	-3%	4%
Cc1ccc(C)c(OC(=O)c2ccncc2)c1	5%	i	3%	11%	42%	VEEV TC-83 Vero 10K pilot screen=1.3
O=C(NC1CC2CCCC(C1)N2Cc1ccc(F)cc1)c1ccc(F)cc1 (centres undefined)	4%	i	1%	0%	9%
O=c1c2cc(-c3ccccc3)sc2nc2n1CCC2	-26%	/	-3%	/	8%
C=CCN1C=C2C(=O)C(C)(OC(=O)CC)C(=O)C=C2C=C1CCCC (centres undefined)	11%	1.6%	-4%	6%	9%
COc1ccccc1C1C=C(c2ccc(Cl)cc2)Nc2nc(NS(C)(=O)=O)nn21 (centres undefined)	-1%	/	3%	/	9%
COc1ccc(-c2nn(-c3ccccc3)cc2C(N)=O)cc1OC	1%	1.2%	7%	-4%	-3%
CC(C)c1ccc(NC(=O)C(c2ccccc2)N2CC(=O)Nc3ccccc32)cc1 (centres undefined)	-4%	i	-5%	-26%	/
Nc1cccc(Oc2c(F)c(F)c(Oc3cccc(N)c3)c(F)c2F)c1	-3%	6.3%	10%	/	9%
O=C(COc1ccccc1Cl)Nc1nnc(S(=O)(=O)N2CCCCCC2)s1	-9%	0.3%	-6%	-12%	/
CCC1=Nc2cc(C(=O)NCCCN3CCOCC3)ccc2Sc2ccc(Br)cc21	5%	i	-1%	2%	22%
CCCCN1C(=O)N(C)C2C1N(C)C(=O)N2CCCC (centres undefined)	-3%	0.4%	-10%	-3%	-4%
COc1ccc(CCNC(=O)C2CCN(S(=O)(=O)c3cccc4cccnc34)CC2)cc1OC	-4%	1.7%	-2%	0%	-3%
COc1cccc(-c2ccc(SCC(=O)NC3CCCCC3)nn2)c1	-9%	7.4%	-3%	-4%	66%
CCOC(=O)c1c(-c2ccc(C)s2)csc1N	1%	i	13%	10%	78%
CCc1cccc(CC)c1NC(=O)c1cccc(S(=O)(=O)N2CCN(C)CC2)c1	-6%	0.7%	0%	-6%	-4%
O=c1c2cc(Br)ccc2nc(-c2ccc([N+](=O)[O-])cc2)n1O	8%	13%	?	-14%	0.99µM*
Cc1cccc(OCC(=O)Nc2cccc(C(=O)Nc3ccccc3C(=O)O)c2)c1	4%	1.0%	1%	1%	50%
COc1ccc(CCNC2CC(=O)N(CCc3ccccc3)C2=O)cc1OC (centres undefined)	-2%	0.5%	-2%	-4%	80%
CCOc1ccc(CNC(=O)Cn2ccc3cc(S(=O)(=O)N4CCCCCC4)ccc32)cc1	-43%	0.7%	-5%	1%	-9%
CC(C)CNS(=O)(=O)c1cc(C(=O)O)c(Cl)cc1Cl	-2%	0.4%	0%	-15%	-17%
Cc1cc(=O)c(C(=O)O)nn1-c1ccccc1[N+](=O)[O-]	4%	i	9%	-18%	4%
CCCCOc1[nH]c2nc(-c3ccco3)n(Cc3ccco3)c(=N)c2c1C#N	0%	7.7%	-11%	-3%	-22%
CCn1cc(C(=O)NC2CCCC2)c(=O)c2cc(S(=O)(=O)N3CCOCC3)ccc21	/	1.5%	/	-10%	/
CCOc1ccc2nc(N/C(N)=N/C(=S)Nc3cccc(C)c3)nc(C)c2c1	-4%	4.1%	5.4µM*	11%	12%
CCN(CC)CCOC(=O)c1ccc(N/C=C(/C#N)c2nc(-c3cccc(OC)c3)cs2)cc1	4%	0.4%	?	/	?
COc1cccc(OCC(=O)Nc2c3c(nn2-c2ccc(F)cc2)CS(=O)(=O)C3)c1	-2%	1.2%	-7%	-4%	-3%
O=C(NCCS(=O)(=O)NCc1ccc(F)cc1)c1ccc2c(c1)OCO2	8%	2.5%	-1%	-3%	5%
COc1ccccc1N1CCN(C2CCCN(C(=O)CN3CCCC3=O)C2)CC1 (centres undefined)	-6%	0.8%	3%	17%	-6%
C(#CCN1CCOCC1)COCCCOC(c1ccccc1)c1ccccc1	-9%	i	0%	1%	10%
O=C(CSCc1nc2ccccc2[nH]1)Nc1ccccc1	-4%	1.3%	/	4%	/
Brc1ccc(Sc2cnc3ccccc3n2)cc1	-17%	3.2%	-13%	2%	28%
Cc1ccccc1C(=O)c1cccn1CC(=O)NC1CCCC(C)C1C (centres undefined)	-13%	i	-2%	7%	29%
CCc1cccc(C)c1NC(=O)Cn1nc(C)n2cccc2c1=O	9%	1.4%	4%	-8%	5%
COCCCNC(=O)c1c[nH]c2ccc(S(=O)(=O)N3CCc4ccccc43)cc2c1=O	1%	4.1%	-5%	1%	5%
CCOC(=O)Cc1csc(NC(=O)CSc2nnnn2-c2ccc(CC)cc2)n1	9%&-2%	1.9%	4%	14%	48%
COc1ccc(NC(=O)c2ccc(NC(=O)CN(C)CC(=O)Nc3c(C)cccc3C)cc2)cc1	-7%	8.8%	4%	-8%	12%
CCOc1cccc(C(=O)Nc2ccc3ccccc3c2)c1	-5%	2.7%	-3%	-6%	-1%
CCc1ccc(C(=O)N2CCCC2)s1	-6%	1.8%	2%	19%	72%
COC(=O)c1ccc(COc2cccc3c2CCN(Cc2cccc(C)c2)C3=O)o1	-6%	0.2%	10%	-6%	32%
